High-throughput results as filed in PubChem BioAssay.
zVAD death inh: L929 zVAD cell death inhibition; L929 zVAD necroptosis rescue, ATP luminescence, 24 h; with zVAD 60 µM; viability rescue, % at 10 µM; actives 0.38% (n = 220,000);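 active means activation, scaled between plate controls, above about 75%, limit read from the data; inactive means activation under that limit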;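 further: 0% = zVAD with DMSO and 100% = DMSO alone without zVAD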
Mdm2 ligase inh: blocks human Mdm2 ubiquitin ligase activity. signal enhancement, % at 5 µM. Q00987. actives 0.11% (n = 210,000). cell-based MDM2 ubiquitination luciferase reporter, 2 h; 0 = plate control, 100 = twice control, blank-subtracted;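 active means signal enhancement of 30% or more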;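 further: luminescence tracks abundance of the self-degrading MDM2-luciferase fusion protein; higher signal means inhibition of MDM2 E3 ligase activity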
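Test system: stable mammalian line carrying autodegrading MDM2–luciferase fusion reporter; quantity: 2000 cells in each well; times: 4 h cell settling then 2 h compound exposure, 37 °C; detection: luminescence with SteadyLite reagent, 15 min at room temperature; evaluation: percent signal gain over controls, blank-subtracted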
Runt-CBFb FRET: Runt domain-CBFb interaction inhibition. AID 1496. Cerulean-Runt/Venus-CBFb FRET ratio 530/480, 1 h. Q01196+Q13951. inhibition, % at 20 µM. actives 0.46% (n = 220,000);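 active means inhibition over about 50% at 20 µM in the single-dose screen, limit read from the data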;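 further: 0% = DMSO wells and 100% = excess unlabeled CBFb competitor control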
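System: Cerulean-labeled Runt domain protein | Quantity: 100 nM of each labeled protein | Schedule: 1 h compound exposure, room temperature | Detection: Fluorescence energy transfer, 422 nm excitation, 530/480 nm emission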
TbHK1 inh: blocks Trypanosoma brucei hexokinase 1 activity | actives 0.11% (n = 220,000) | inhibition, % at 10 µM | recombinant TbHK1, G6PDH-coupled NADH A340 | AID 1430;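 active means inhibition of 50% or more in the single-dose primary screen; inactive means inhibition below 50%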
14-3-3 Bad PPI: disrupts binding of bovine 14-3-3 zeta to phospho-Bad peptide. P63103. TR-FRET 14-3-3zeta/Dy647-pBad peptide displacement, 1 h. inhibition, % at 21.7 µM. actives 0.71% (n = 220,000). AID 781;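 active means inhibition above about 70%, limit read from the data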;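 further: 0% = full 14-3-3 plus peptide FRET controls and 100% = background without 14-3-3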
Target sequence (P63103 whole entry, looked up): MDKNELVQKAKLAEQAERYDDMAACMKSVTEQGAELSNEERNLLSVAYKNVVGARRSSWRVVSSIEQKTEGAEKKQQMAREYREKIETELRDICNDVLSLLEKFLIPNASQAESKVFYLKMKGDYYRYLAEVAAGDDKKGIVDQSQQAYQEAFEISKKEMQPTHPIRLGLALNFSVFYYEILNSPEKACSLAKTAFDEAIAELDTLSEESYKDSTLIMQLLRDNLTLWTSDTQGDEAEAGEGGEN
Runt-SMMHC FRET: Runt domain-CBFb-SMMHC interaction inhibition; Cerulean-Runt/Venus-CBFb-SMMHC FRET ratio 530/480, 1 h; Q01196+Q13951; actives 0.74% (n = 220,000); inhibition, % at 20 µM;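 active means mean inhibition across duplicate retests at 20 µM reaching about 50%, limit read from the data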;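 further: 0% = DMSO wells and 100% = wells with excess untagged CBFb-SMMHC; inhibitors lower the FRET ratio by blocking Runt binding to CBFb-SMMHC; some results filed as inactive read as strong as hits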
p47phox inh: blocks human p47phox regulatory protein of NADPH oxidases; p47phox/p22phox peptide binding, fluorescence polarization, 2 h; AID 1274; P14598; inhibition, % at 24.7 µM; actives 0.53% (n = 220,000);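 active means inhibition above about 30%, limit read from the data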;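 further: 0% = p47phox with labelled peptide and 100% = labelled peptide alone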
Hck Nef HTS: human Hck-Nef kinase inhibition | P08631 | actives 0.68% (n = 220,000) | AID 463187 | Recombinant Hck-YEEI plus Nef, Z-Lyte FRET kinase assay | inhibition, % at 20 µM;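 active means Hck-Nef kinase inhibition above about 50%, limit read from the data; inactive means inhibition below that limit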;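 further: 0% = DMSO with Hck plus Nef and 100% = Hck alone without Nef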
Target sequence (P08631 whole entry, looked up): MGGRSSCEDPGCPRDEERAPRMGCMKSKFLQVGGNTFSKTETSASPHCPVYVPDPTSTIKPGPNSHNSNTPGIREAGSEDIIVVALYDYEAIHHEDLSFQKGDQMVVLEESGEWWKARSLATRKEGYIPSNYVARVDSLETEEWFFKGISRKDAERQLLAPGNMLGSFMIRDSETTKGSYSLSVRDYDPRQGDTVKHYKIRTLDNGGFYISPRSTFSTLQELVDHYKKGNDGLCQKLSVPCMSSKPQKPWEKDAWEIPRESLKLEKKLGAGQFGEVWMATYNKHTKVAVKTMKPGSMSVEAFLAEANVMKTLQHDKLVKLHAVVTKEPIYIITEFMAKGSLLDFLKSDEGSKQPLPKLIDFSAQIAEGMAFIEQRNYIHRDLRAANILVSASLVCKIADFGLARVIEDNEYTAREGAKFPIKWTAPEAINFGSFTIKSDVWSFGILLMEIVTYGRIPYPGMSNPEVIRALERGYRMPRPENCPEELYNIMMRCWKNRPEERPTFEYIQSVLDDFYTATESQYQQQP
EBV gp42 block: inhibitors of Epstein-Barr virus glycoprotein 42; Q1HVG2; Fluorescence polarization binding assay, mP read-out; inhibition, % (tested at 21.74 µM); actives 0.42% (n = 220,000); in the data active means inhibition above about 50%
Target sequence (Q1HVG2 whole entry, looked up): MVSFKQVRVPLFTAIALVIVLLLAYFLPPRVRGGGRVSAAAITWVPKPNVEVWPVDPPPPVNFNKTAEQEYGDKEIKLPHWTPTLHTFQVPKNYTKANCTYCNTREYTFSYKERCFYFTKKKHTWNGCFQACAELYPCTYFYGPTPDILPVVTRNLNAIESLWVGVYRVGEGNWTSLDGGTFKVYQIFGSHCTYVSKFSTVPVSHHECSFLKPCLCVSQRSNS
* hit, by the source's call; x = not tested or not shown; [ ] = remark or other dose.

Below each compound – zVAD death inh, Mdm2 ligase inh, Runt-CBFb FRET, TbHK1 inh, 14-3-3 Bad PPI, Runt-SMMHC FRET, p47phox inh, Hck Nef HTS, EBV gp42 block
CCOC(=O)Cc1csc(NC(=O)c2c(O)c3ccccc3n(CCC(C)C)c2=O)n1
    4.7, -10, 0, -25, -6, -6, -10, 19, 8
O=C(CCCC1=NS(=O)(=O)c2ccccc2N1)N1CCC2(CC1)OCCO2
    0.1, -2, 0, 3, -3, 0, -11, 0, -20
Cc1ccc(C(=O)NC(O)C(Cl)(Cl)Cl)cc1 (stereo not drawn)
    0.2, -11, 2, 1, 5, -2, -5, 5, -18
Cc1nn(C)c(C)c1P(=S)(c1c(C)nn(C)c1C)N(C)C
    -0.3, -3, -2, -1, 11, -4, -11, 0, -4
OC(CNCCc1c[nH]c2ccccc12)C(F)(F)F (stereo not drawn)
    0.7, 8, -1, -4, -8, -6, -6, 8, -5
CSc1ncc(/C=C2/C(=O)NC(=O)N(c3ccc(Cl)cc3)C2=O)cn1
    2.5, 2, -2, 0, 0, 5, 1, 25, -19
CCN(CC(=O)Nc1ccc(C#N)c(Cl)c1)CC(=O)NC(C)(C)C
    5.0, 16, -4, 9, -10, 2, -3, 24, -19
O=C1NC(=O)N(CC2CCCO2)C(=O)/C1=C/c1cccs1 (stereo not drawn)
    1.0, -11, 10, 2, -2, 3, -14, 17, -26
CC(NCC#Cc1ccccc1)C(O)c1ccccc1 (stereo not drawn)
    0.7, -6, -1, -6, -3, 0, 0, 6, 2
CCC(=NCCCn1ccnc1)c1c(O)n(-c2ccc(OC)cc2)c(=O)[nH]c1=O
    0.5, -18, 1, -6, 4, -2, -2, 25, -2

Given with each value named: part of the list above
CCN(CC(=O)Nc1ccc(C#N)c(Cl)c1)CC(=O)NC(C)(C)C
  zVAD death inh = 5.0	Mdm2 ligase inh = 16	Runt-CBFb FRET = -4	TbHK1 inh = 9	14-3-3 Bad PPI = -10	Runt-SMMHC FRET = 2	p47phox inh = -3	Hck Nef HTS = 24	EBV gp42 block = -19

O=C1NC(=O)N(CC2CCCO2)C(=O)/C1=C/c1cccs1 (stereo not drawn)
  zVAD death inh = 1.0	Mdm2 ligase inh = -11	Runt-CBFb FRET = 10	TbHK1 inh = 2	14-3-3 Bad PPI = -2	Runt-SMMHC FRET = 3	p47phox inh = -14	Hck Nef HTS = 17	EBV gp42 block = -26

CC(NCC#Cc1ccccc1)C(O)c1ccccc1 (stereo not drawn)
  zVAD death inh = 0.7	Mdm2 ligase inh = -6	Runt-CBFb FRET = -1	TbHK1 inh = -6	14-3-3 Bad PPI = -3	Runt-SMMHC FRET = 0	p47phox inh = 0	Hck Nef HTS = 6	EBV gp42 block = 2

(continued)
Below each compound – zVAD death inh, Mdm2 ligase inh, Runt-CBFb FRET, TbHK1 inh, 14-3-3 Bad PPI, Runt-SMMHC FRET, p47phox inh, Hck Nef HTS, EBV gp42 block
CC(=O)[C@H]1CC[C@H]2[C@@H]3CC[C@H]4C[C@H](O)CC[C@]4(C)[C@H]3C(=O)C[C@]12C
    0.0, x, -6, 4, -5, 1, -2, -7, 1
Cn1c(O)c(C=NCCc2c[nH]c3ccccc23)c(=O)n(C)c1=O
    0.5, -14, -1, 0, -5, 9, -5, 2, -4
CCCC(=O)c1c(O)[nH]c(=O)[nH]c1=O
    1.0, 1, 1, -2, 27[fluorescence artefact?], 0, 1, -1, -13
COc1ccccc1-n1c(O)c(C=NC2CC2)c(=O)[nH]c1=O
    0.4, -14, 2, 0, -14, 2, -143, -1, -13
CCN1C(=O)/C(=C/c2ccc(N(CC)CC)cc2OC)C(=O)NC1=S
    3.0, -5, 10, 2, -4, -1, -227, 15, -7
CCCN1CC(C)C(OC(C)=O)(c2ccccc2)CC1C (stereo not drawn)
    -0.6, -4, 0, 8, 3, -6, -5, 10, -13
Cc1cc(/C=C2\C(=O)NC(=O)N(C)C2=O)c(C)n1-c1ccc2c(c1)OCO2
    0.2, -19, -1, -8, 10[fluorescence artefact?], -11, -40, 6, 1
O=P(CCl)(Nc1ccccc1)C(Cl)(Cl)Cl (stereo not drawn)
    0.2, 0, -2, 5, 2, -1, -26, 1, -16
CC(C)OP(=O)(Oc1ccc(C(O)C(Cl)(Cl)Cl)cc1)OC(C)C (stereo not drawn)
    0.3, -8, -3, 0, -2, 1, -3, 8, -3
CNC(=O)N(C)c1ccc(C(O)(C(=O)OC)C(F)(F)F)cc1 (stereo not drawn)
    0.2, -11, 4, -10, -11, -2, -5, 10, -22
CC(=NCc1ccc2c(c1)OCO2)c1c(O)n(-c2ccc(C)cc2)c(=O)[nH]c1=O
    -0.4, -4, 0, 5, 5, 0, -4, 14, 5
O=c1c2ccccc2nc(-c2ccoc2)n1-c1ccccc1Cl
    1.4, -10, 2, -19, -1, 0, -1, -2, 2
Cn1cccc1CNCCc1ccccc1F
    -0.1, -4, -4, 3, 2, -1, -30, 1, -29
Cc1cc(N2CCOCC2)nc2ccc(NC(=O)CCC(=O)N3CCC4(CC3)OCCO4)cc12
    3.5, -17, 1, -14, 20, 3, -6, 2, -12
Oc1ccc2c3c1O[C@H]1c4[nH]c5ccccc5c4C[C@@]4(O)C(C2)N(CC2CC2)CC[C@]314
    x, x, 4, x, 8, 4, -16, x, -8
COc1ccc(-c2cc(=Nc3cccc(C(=O)O)c3)c3cc(C)ccc3o2)cc1
    0.8, 14, -6, -11, 9, 2, -18, -1, 4
CC(O)(CS(=O)(=O)c1ccccc1)C(=O)Nc1ccc(C(F)(F)F)cc1 (stereo not drawn)
    0.1, -9, -4, 4, -2, -6, 0, 0, -30
O=C(O)c1nonc1-c1nonc1C(=O)O
    -0.3, 0, 1, -7, -1, 0, -4, -1, 1
CCCS(=O)(=O)N1CCC(C(=O)N2CCC3(CC2)OCCO3)CC1
    0.2, -11, -2, -1, 3, -2, -10, 2, 6
CC#CP(=O)(OCC)C(O)(c1ccccc1)C(F)(F)F (stereo not drawn)
    0.0, -7, -2, -2, 10[fluorescence artefact?], -3, -3, -1, -3
COc1ccccc1-n1c(O)c(/C=N/NC(=S)Nc2ccccc2)c(=O)[nH]c1=S
    1.1, -18, 23, -19, 0, 5, -145, -7, -26
COc1ccc(CNC(C)Cc2cccs2)cc1 (stereo not drawn)
    -1.5, -19, 1, -4, -5, -5, -3, -2, -13
CCOC(=O)c1c(C)n(Cc2ccc(F)cc2)c2ccc(O)cc12
    2.5, -9, 18, 2, 2, -2, -2, 2, -11
O=P(Oc1ccccc1)(Oc1ccccc1)N1CCN(c2ccc(F)cc2)CC1
    0.1, -11, -1, -3, -2, 1, -13, 28, -12
Cc1ccc(Cn2nnnc2CN2CCC(n3nnc4cc(C)ccc43)CC2)cc1
    -0.1, -12, -4, -2, -2, -1, -10, 2, -14
CCCCCCN=Cc1c(O)n(C)c(=O)n(C)c1=O
    0.0, -13, x, -9, 2, -4, -7, 1, -5
COC(=O)[C@@]1(C#N)[C@@H]2C=CC(C(C)=O)=CN2[C@@H](C(N)=O)[C@@H]1c1ccc(F)cc1
    0.0, -11, -3, -25, -7, -122, -21, -11, 119*
CCOC(=O)N(C)c1ccc(C(O)(C(=O)OC)C(F)(F)F)cc1 (stereo not drawn)
    -0.7, -21, -6, -4, 6, -5, 14, 14, 1
CCCCn1c(O)c(C(C)=Nc2cccc(C(=O)O)c2)c(=O)[nH]c1=O
    0.2, -16, 2, -9, 9, 3, -7, 1, -5
CCC(C)n1c(O)c(C=NCC2CCCO2)c(=O)[nH]c1=S (stereo not drawn)
    -0.2, -4, 2, -87, -1, 0, -13, -18, -3
O=[N+]([O-])c1ccc(N2CCOCC2)c2ccncc12
    0.8, 2, 1, -6, 0, -6, 2, 18, -13
Cc1nn(Cc2ccc(Cl)cc2Cl)c(Cl)c1C(=O)NC1CCCc2ccccc21 (stereo not drawn)
    3.0, -34, -2, -5, -16[fluorescence artefact?], 0, -9, 2, -15
COc1ccc(CCNCc2ccc(OC)c(OC)c2OC)cc1
    -0.3, -4, 0, -1, 12, -1, 11, 1, -6
COc1cc2c(cc1OC)-c1c(OC)c(OC)cc3c1[C@H](C2)N(C)CC3
    26, x, 0, -6, 16, -1, -7, 0, -13
CCCC[N+]12CCC(CC1)C(C(O)(c1ccccc1)c1ccccc1)C2 (stereo not drawn)
    0.7, -6, -16, -4, 3, 0, -2, -2, -34
CC(Cc1ccccc1)NC(=O)/C=C/C(=O)O (stereo not drawn)
    0.7, -16, 1, 2, -4, -1, -1, 12, -11
C=CCn1c(O)c(C(C)=Nc2ccc(C(=O)O)cc2)c(=O)[nH]c1=O
    0.6, -72, -1, -32, 0, -1, -10, 15, -15
CC(C)C/C(=N/O)c1cn(C)c2ccccc12
    1.2, -22, -2, -6, -5, 1, -8, 2, -12
CC[C@]12C=CCN3CCC4(c5cc(Br)c(OC)cc5N(C)C4[C@@](O)(C(=O)OC)[C@@H]1OC(C)=O)C32 (stereo partly drawn)
    -0.7, -20, -8, 5, 24, 13, 0, 13, -32
O=C(Cn1cnc2sc3c(c2c1=O)CCCC3)NCCCC(=O)N1CCC2(CC1)OCCO2
    0.0, -18, 2, -7, -7, 4, -11, -2, -5
CCOC(=O)C1CN(C)CCC1=O (stereo not drawn)
    0.2, -12, 11, 4, 22, 11, -11, -1, -16
O=C(COC(=O)c1ccccc1)Nc1ccc(Cl)cc1C(=O)c1ccccc1
    -0.2, x, 1, 0, 1[fluorescence artefact?], -8, -10, 0, 7
O=C1NC(=O)N(c2ccccc2F)C(=O)/C1=C/c1ccc(Oc2ccc([N+](=O)[O-])cn2)cc1
    0.4, 3, 6, -5, 5, 1, -7, -4, 5
Cc1ccsc1C(=O)C1CCCN(Cc2cccc(-n3cccn3)c2)C1 (stereo not drawn)
    0.6, -5, 2, -3, -8, -4, -11, 2, -16
O=C1c2ccccc2C2(c3ccc(Cl)cc3)NCCN12 (stereo not drawn)
    0.3, -5, -2, 3, -16, 2, -8, 2, -10
Cc1ccc2c(c1)C1CN(C)CCC1N2S(=O)(=O)c1ccccc1 (stereo not drawn)
    -0.5, -14, -2, 5, -9, 1, -11, 1, -17
CN1C(=O)C(Cc2ccsc2)C(=O)N(C)C1=O
    0.1, -11, 17, 7, 26, 15, -17, 2, 4

A portion of the library. The share of hits here may be higher or lower than overall.
